From PubChem
Lipid storage S3 = qHTS Assay for Lipid Storage Modulators in Drosophila S3 Cells; Drosophila S3 cells, BODIPY lipid droplet fluorescence, 18-24 h; cells fed with added oleic acid; lipid storage change, negative = inhibition, % at the top dose, mostly 46.1 µM; hits show Potency in µM; 320,000 compounds, 0.64% hits; AID 2685, 2010; active means well fitted inhibition curve with a large enough effect in the signal ratio, with a control signal flat, not every such curve was filed as active; inconclusive means small, poorly fitted or top-dose-only effect, or effect the other way, or a change in a side signal; the % refers to the signal ratio
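Drosophila S3 cells loaded with oleic acid (400 uM, as added) and compounds at several concentrations; lipid droplets imaged by 488-nm laser-scanning cytometry, 500–530 nm intensity and object ratio to cell channel. Percent activity normalized to 20 uM Triacsin C.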
Lipid storage S3 cell count max = second read-out of Lipid storage S3, no call of its own (marks repeat the call); cell number change, %; measured here: cell count max response;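 cells counted by Cell Tracker Red CMTPX staining in the red channel; peak over a dose series mostly up to 46.1 µM; percent activity relative to internal control wells on each plate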
An asterisk follows results filed as active; i = inactive; ? = inconclusive; nt = no result given; [ ] = remark or other dose. On the % scale 0 is the no-effect control and ±100 the full control effect; potency means the concentration at half of the fitted maximal effect.

Sample of the layout:
SMILES | Lipid storage S3 | Lipid storage S3 cell count max
CS(=O)(=O)NCc1nnc(SCC(=O)NC2CCCCC2)n1-c1ccc(F)cc1 | ? | nt
O=C(Nc1cccc(-c2nn[nH]n2)c1)c1ccc(Br)s1 | ? | nt
CCN(CC)c1ccc(C2C(C(=O)OCCOC(C)C)=C(C)NC3=C2C(=O)CCC3)cc1 (stereo unspecified) | 27% | 10
O=C1c2cccnc2C(=O)N1CO | 0% | 0
O=C1C(=O)N(CC2COc3ccccc3O2)c2ccccc21 (stereo unspecified) | ? | nt
Cc1ccc(-c2nn(-c3ccccc3)c3[nH]c(=O)c(CNCc4ccccc4)cc23)cc1 | ? | nt
c1ccc(CCNc2ncnc3c2cnn3-c2ccccc2)cc1 | ? | nt

All compounds of this part, from the start:
SMILES | Lipid storage S3 | Lipid storage S3 cell count max
CS(=O)(=O)NCc1nnc(SCC(=O)NC2CCCCC2)n1-c1ccc(F)cc1 | ? | nt
O=C(Nc1cccc(-c2nn[nH]n2)c1)c1ccc(Br)s1 | ? | nt
CCN(CC)c1ccc(C2C(C(=O)OCCOC(C)C)=C(C)NC3=C2C(=O)CCC3)cc1 (stereo unspecified) | 27% | 10
O=C1c2cccnc2C(=O)N1CO | 0% | 0
O=C1C(=O)N(CC2COc3ccccc3O2)c2ccccc21 (stereo unspecified) | ? | nt
Cc1ccc(-c2nn(-c3ccccc3)c3[nH]c(=O)c(CNCc4ccccc4)cc23)cc1 | ? | nt
c1ccc(CCNc2ncnc3c2cnn3-c2ccccc2)cc1 | ? | nt
CCCCNC(=O)CSc1nc(O)cc(=O)n1C1CCCC1 | ? | nt
Cc1ccc(NS(=O)(=O)c2sc3ccc(Cl)cc3c2C)cc1 | ? | nt
O=C(O)c1ccc(NS(=O)(=O)c2ccc(Cl)cc2)cc1 | ? | nt
O=C(c1cccc(F)c1)N1CCC(c2nc3ccccc3s2)CC1 | -1% | 8
CCOc1ccc(/C=C2\CCC(C3CCCC3)C2=O)cc1 (stereo unspecified) | -1% | 23
Cc1ccc(NS(=O)(=O)c2cccc(C(=O)NNC(=O)NC3CCCCC3)c2)c(C)c1 | ? | nt
CCOC(=O)N1CCN(c2nc(-c3cccs3)cc(C(F)(F)F)n2)CC1 | -6% | 11
CC1(C(=O)Nc2nccs2)Cc2ccccc2C(=O)O1 (stereo unspecified) | i | nt
CCOC(=O)C1=C(C)OC(N)=C(C#N)C1c1c(C)nn(-c2ccc(C)cc2)c1Cl (stereo unspecified) | ? | nt
COc1cccc(C(O)c2cnc(C(C)C)n2C)c1 (stereo unspecified) | ? | nt
Cc1cccc(-c2cc(C(=O)Nc3c(C)n(C)n(-c4ccccc4)c3=O)c3ccccc3n2)c1 | ? | nt
CCOc1cc(/C=N\NC(=O)c2ccc(C)nc2)ccc1OC(=O)c1ccc(F)cc1 | ? | nt
CCc1ccccc1N1C(=O)CC(Sc2nccc(C)n2)C1=O (stereo unspecified) | ? | nt
C=CCn1c(=N)c(C(=O)NCCCOC)cc2c(=O)n3ccccc3nc21 | ? | nt
Brc1cccc(OCCN2CCCCC2)c1 | 0% | 0
CCCNC(=O)c1ccc(-c2nn(C)c(=O)c3ccccc23)cc1 | ? | nt
COc1ccc(N2C(=O)C(Cl)=C(N3CCN(Cc4ccccc4)CC3)C2=O)cc1 | ? | nt
COCCn1c(=NC(=O)c2ccc(S(=O)(=O)N3CCc4ccccc4C3)cc2)sc2cc(S(N)(=O)=O)ccc21 | 5% | 7
C[C@H](NC(=O)c1nc[nH]c1C(=O)NCC(=O)OC(C)(C)C)C(=O)OC(C)(C)C | 8% | 21
Cc1cc(NNC(=O)c2ccccc2)nc(NNC(=O)c2ccccc2)n1 | 2% | -24
CN(C)CCN(Cc1cc2cc3c(cc2[nH]c1=O)OCO3)C(=S)NCC1CCCO1 (stereo unspecified) | 21% | 7
CCOc1cc(C(N)=O)cc(Br)c1OC | -14% | nt
O=C(CSc1nnnn1C1CCCC1)N1CCCc2ccccc21 | ? | nt
CCCCOc1ccc(-c2nnn(CC(=O)NCc3ccco3)n2)cc1 | ? | nt
COC(=O)c1cccc(NC(=O)c2ccc[n+]([O-])c2)c1 | ? | nt
CC(=O)Nc1ccc(S(=O)(=O)N2CCC(C(=O)NC3CCCC3)CC2)cc1 | i | 17
CCCCSCCCNC(=O)c1ccc(CS(=O)(=O)c2ccc(OC)cc2)o1 | i | 15
CCn1cc(-c2n[nH]c(=S)n2-c2ccc(C)cc2Br)c(=O)c2ccc(C)nc21 | 17% | 8
CCN(c1ccccc1)c1nc2nonc2nc1NCCO | 22% | 7
C/C(=N\NC(=O)c1nnn(-c2nonc2N)c1CN(C)c1ccccc1)c1cccs1 | -7% | 11
CC(C)(C)NC(=O)c1ccc(C(=O)NC(C)(C)C)cc1 | ? | nt
CCOC(=O)C1(Cc2ccc(OC)cc2)CCN(C(=O)CC2CCC(=O)N2)CC1 (stereo unspecified) | 0% | -3
O=[N+]([O-])c1cccc(-c2cn(-c3ccccc3)c(=S)[nH]2)c1 | -12% | -8
O=C(Nc1ccc2c(c1)OCO2)c1cc2ncc(Br)cn2n1 | ? | nt
CCCCN(C(=O)CSc1nnnn1C)C1CCS(=O)(=O)C1 (stereo unspecified) | ? | nt
CCn1nc(C)c(/C=N/NC(=O)Cn2cncn2)c1C | 12% | 11
CCOC(=O)/C(C#N)=C/c1ccc(N2CCN(Cc3ccccc3)CC2)cc1 | -12% | -4
O=C(CCc1nnc(Cc2cccc(C(F)(F)F)c2)o1)NC1CC1 | -22% | -14
COC(=O)C1=C(C)Nc2nc(-c3ccccc3)nn2C1c1ccc(C)o1 (stereo unspecified) | 23%[9.22 µM] | 2
Cc1ccnc(NC(=O)Cn2c(=O)oc3ccccc32)c1 | 18% | 4
Cc1cc(=O)oc2cc(OCc3ccc(C(=O)N4CCN(c5ccccc5)CC4)cc3)ccc12 | ? | nt
COc1ccc(CC(NC(C)=O)C(=O)NC2CCN(c3ncccc3[N+](=O)[O-])CC2)cc1 (stereo unspecified) | ? | nt
O=C(Cc1ccc(F)cc1)NC1CCCCCC1 | i | 6
COCc1ccc(-c2c(-c3cccc(OC)c3)sc3ccc(OC)cc23)cc1 | ? | nt
CCn1c(-c2cc(-c3cc(C)ccc3C)nc3ccccc23)n[nH]c1=S | ? | nt
CC(=O)c1ccc(N(C(=O)Cn2nnc3ccccc32)C(C(=O)NCc2ccccc2)c2ccccn2)cc1 (stereo unspecified) | 4% | -26
CC(C)(C)c1cc(NC(=O)CCl)n(-c2ccccc2)n1 | ? | nt
Cc1ccc(C(=O)N(CN2CCCC2=O)c2ccc(F)cc2)cc1C | ? | nt
COc1ccccc1-c1noc(CCC(=O)Nc2cccc(C(F)(F)F)c2)n1 | ? | nt
CCN(CC(=O)Nc1c(F)cccc1F)C(=O)C1CCN(C(=O)c2ccc(Cl)cc2)CC1 | ? | nt
CC1=C(C(=O)Nc2cc(C(=O)NCCC(C)C)ccc2C)SCCO1 | ? | nt
CCOc1ccc(S(=O)(=O)Nc2cccc(C(=O)NCC3(N4CCCCC4)CCCCC3)c2)cc1 | ? | nt
COCCCNC(=O)c1ccc(CS(=O)(=O)c2ccc(OC)cc2)o1 | ? | nt

(list continues)
SMILES | Lipid storage S3 | Lipid storage S3 cell count max
Cc1ccc(C)c2[nH]c(=O)c(CCNC(=O)c3ccc4c(c3)OCO4)cc12 | ? | nt
Cc1cc(C)cc(OCc2ccc(C(=O)NN)o2)c1 | ? | nt
COc1ccc(C(=O)NCc2nnc(SCC(=O)N3CCc4ccccc43)n2C2CCCCC2)cc1 | -5% | -5
Cc1ccc2nc(N3C(=O)CNC3=S)sc2c1 | ? | nt
CCCCn1c(=O)c(C(=O)N/N=C/c2ccc(F)cc2)c(O)c2ccccc21 | 0% | -15
O=C(CN1C(=O)C2CCCCC2C1=O)OCC(=O)c1ccc(F)cc1 (stereo unspecified) | ? | nt
O=C(CNc1ccc2ccccc2c1)NNC1=NCCC1 | -24% | -9
CCC(=O)N1CCc2cc(Br)cc(S(=O)(=O)CCC(=O)NCc3ccco3)c21 | 7% | -12
CC1CCCCN1C(=O)CN1CCN(S(=O)(=O)c2ccc(Br)cc2Cl)CC1 (stereo unspecified) | ? | nt
COc1ccccc1CCNC(=O)C(C)n1nc(C)c2c(C)n(-c3ccccc3)nc2c1=O (stereo unspecified) | ? | nt
CCN(CC)S(=O)(=O)c1ccc(F)c(C(=O)NCCCN2CCOCC2)c1 | ? | nt
NC(=O)CSc1nnc(-c2ccccc2F)n1C1CC1 | i | -14
CCCc1cc(=O)[nH]c2nnc(SCC(=O)NC3CCCC3)n12 | -12% | -12
COc1cc(C)c(Cl)cc1S(=O)(=O)NCc1ccccn1 | ? | nt
COc1ccc(NC(=O)C2CCN(C(=O)[C@@H]3Cc4ccccc4CN3)CC2)cc1 | i | nt
O=C(c1ccc2c(=O)n(CCc3ccccc3)c(=O)[nH]c2c1)N1CCN(c2ccc(F)cc2)CC1 | ? | nt
Brc1ccccc1OCCCn1cnc2ccccc21 | i | nt
C=CCSC1=N/C(=C/c2ccsc2)C(=O)N1c1ccccc1 | ? | nt
CC12CCC(C(=O)N3CCN(c4ncccn4)CC3)(c3nc4ccccc4nc31)C2(C)C (stereo unspecified) | ? | nt
CC(=O)c1ccc(N2Cc3ccccc3C2)cc1 | ? | nt

Next part; it opens with the 2 that closed the last part.
SMILES | Lipid storage S3 | Lipid storage S3 cell count max
CC12CCC(C(=O)N3CCN(c4ncccn4)CC3)(c3nc4ccccc4nc31)C2(C)C (stereo unspecified) | ? | nt
CC(=O)c1ccc(N2Cc3ccccc3C2)cc1 | ? | nt
CSc1ccc(CN2CCN(Cc3ccc([N+](=O)[O-])cc3)CC2)cc1 | 10% | -9
Cc1ccc(C(NC(=O)N2CCCCC2)=C(Cl)Cl)cc1F | ? | nt
COc1cc(NC(=O)CCCN2C(=O)NC(C)(C)C2=O)cc(OC)c1 | ? | nt
CCCC/C(C)=N/NC(=O)Nc1ccccc1 | ? | nt
COc1ccc(NC(=O)CSCC(=O)N(C)Cc2ccc3c(c2)OCCO3)cc1 | ? | nt
Cc1cc(OCC(=O)N(C(C)C)C(C)C)cc(C)c1Br | ? | nt
COc1ccc(C(=O)N2CCc3cc(OC)c(OC)cc3C2c2cccc([N+](=O)[O-])c2)cc1 (stereo unspecified) | i | nt
COc1ccccc1/C=C/C=C1\Oc2c(ccc(O)c2CN2CCN(CCO)CC2)C1=O | ? | nt
O=C(C[n+]1ccccc1)Nc1ccccc1C(=O)O | 1% | 21
O=C(CNc1cccc2ccccc12)N/N=C/c1ccccn1 | ? | nt
CCCCOc1ccc(C(=O)Nc2ccc(C)cc2[N+](=O)[O-])cc1 | ? | nt
Cc1nc(NC(=O)CCc2ccccc2)sc1C | ? | nt
O=C(Cn1ncc2c([nH]c3ccccc32)c1=O)NCC1CCN(Cc2ccccc2F)CC1 | i | 11
COc1ccc(C(=O)N2CCn3c2nc2ccccc23)cc1 | 13% | 3
CCOc1ccc(C2c3cc(OC)c(OC)cc3CC(=O)N2c2ccc(OC)cc2)cc1 (stereo unspecified) | -20% | -15
CCc1cccc(C)c1NC(=S)N(CCOC)C(C)c1ccco1 (stereo unspecified) | -26% | -13
O=[N+]([O-])c1ccc(NC(=S)N2CCN(c3ccccc3)CC2)cc1 | 9% | 1
CCOCCCNC(=O)CCCC1=NS(=O)(=O)c2ccccc2N1 | ? | nt
COc1ccc(N(C(=O)COc2ccccc2)C2C=CS(=O)(=O)C2)c(OC)c1 (stereo unspecified) | -4% | 15
CCCOc1ccc(/C=C2/C(=O)ON=C2C)cc1Cl | ? | nt

Looked up one by one from above (7):
SMILES | Lipid storage S3 | Lipid storage S3 cell count max
COc1ccc(N(C(=O)COc2ccccc2)C2C=CS(=O)(=O)C2)c(OC)c1 (stereo unspecified) | -4% | 15
Cc1ccc(C(NC(=O)N2CCCCC2)=C(Cl)Cl)cc1F | ? | nt
COc1ccc(C(=O)N2CCc3cc(OC)c(OC)cc3C2c2cccc([N+](=O)[O-])c2)cc1 (stereo unspecified) | i | nt
CCOc1ccc(C2c3cc(OC)c(OC)cc3CC(=O)N2c2ccc(OC)cc2)cc1 (stereo unspecified) | -20% | -15
CCCCOc1ccc(C(=O)Nc2ccc(C)cc2[N+](=O)[O-])cc1 | ? | nt
CCCC/C(C)=N/NC(=O)Nc1ccccc1 | ? | nt
CSc1ccc(CN2CCN(Cc3ccc([N+](=O)[O-])cc3)CC2)cc1 | 10% | -9

Following part
SMILES | Lipid storage S3 | Lipid storage S3 cell count max
C(=C\c1ccccn1)/c1ccccn1 | 3% | 3
COc1cc(S(=O)(=O)NCc2ccc3c(c2)OCO3)ccc1F | 6% | -10
O=C(O)[C@H]1CCCC[C@H]1C(=O)NCCc1ccccc1 | 19% | 8
CCCN(C(=O)c1cc2c(s1)CCC2)c1c(N)n(Cc2ccccc2)c(=O)[nH]c1=O | 6% | 19
Cc1ccccc1Oc1ncnc(N)c1[N+](=O)[O-] | ? | nt
CC(CC(=O)Nc1ccccc1)n1ccnc1 (stereo unspecified) | 8% | 23
CC1CCCCN1CCCNC(=O)c1ccc(Br)cc1 (stereo unspecified) | ? | nt
Nc1ccc(N(c2ccccc2)c2ccc(N)cc2)cc1 | ? | nt
O=S(=O)(CC(CN1CCCC1)N1CCCC1)c1ccc2ccccc2c1 (stereo unspecified) | ? | nt
CCOC(=O)c1c(NC(C)=O)sc2c1CCCNC2=O | -4% | nt
COc1ccc(-c2ccccc2NC(=O)C2CCCN(Cc3ccc(C)o3)C2)cc1 (stereo unspecified) | -5% | -7
COc1ccc(S(=O)(=O)N(C)CC(=O)N2CCN(c3ccccc3)CC2)cc1 | i | 22
Cc1ccc(-n2c(C)cc(C(=O)Cn3nc(C(=O)O)c4ccccc4c3=O)c2C)cc1 | ? | nt
COCC1COS(=O)(=O)NC1(C)C (stereo unspecified) | -29% | 26

Not all compounds are listed; the hit share may differ from the screen's.
